12-LOX inh = inhibitors of human 12S-lipoxygenase ALOX12 | 580,000 compounds, 1.1% hits | P18054 | purified 12hLO, xylenol orange hydroperoxide absorbance | AID 1671190 | Potency, µM (doses to about 108 µM), inactives show top-dose activity change, negative = inhibition, hits mostly inhibitors; active = well fitted inhibition curve with a large enough effect; inconclusive = small, poorly fitted or top-dose-only effect, or another doubt; inactive = no such curve, though single readings can be large or run the other way
Target sequence (P18054 whole entry, looked up): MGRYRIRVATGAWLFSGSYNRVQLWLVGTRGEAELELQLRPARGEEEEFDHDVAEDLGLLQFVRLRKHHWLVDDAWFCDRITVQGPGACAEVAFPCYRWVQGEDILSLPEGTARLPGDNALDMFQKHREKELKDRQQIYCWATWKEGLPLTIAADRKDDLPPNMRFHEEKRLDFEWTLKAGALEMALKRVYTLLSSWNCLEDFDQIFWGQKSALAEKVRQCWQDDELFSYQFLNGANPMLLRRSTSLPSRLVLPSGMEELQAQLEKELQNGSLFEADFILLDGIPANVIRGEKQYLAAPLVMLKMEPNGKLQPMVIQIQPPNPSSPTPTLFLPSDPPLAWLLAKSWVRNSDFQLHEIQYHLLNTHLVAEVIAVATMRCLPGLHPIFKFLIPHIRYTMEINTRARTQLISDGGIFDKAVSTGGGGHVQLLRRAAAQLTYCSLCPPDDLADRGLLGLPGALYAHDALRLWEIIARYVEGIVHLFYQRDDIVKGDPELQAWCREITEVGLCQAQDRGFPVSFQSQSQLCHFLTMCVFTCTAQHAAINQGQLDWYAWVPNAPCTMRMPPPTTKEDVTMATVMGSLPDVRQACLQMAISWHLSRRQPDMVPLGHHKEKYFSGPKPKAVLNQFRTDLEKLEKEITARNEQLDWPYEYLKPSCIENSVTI
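Purified human 12hLO at 150 nM in 25 mM Hepes, 0.01% Triton X-100, pH 7.0, preincubated 15 min at room temperature with compound. Reaction started with 40 uM arachidonic acid, 30 min at room temperature. Hydroperoxide measured by Fe-xylenol orange, 573/405 nm absorbance ratio.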
The depositor's hits bear a star; ? = inconclusive; [ ] = another dose, or the depositor's remark. % is scaled to controls: 0 for no effect and ±100 for the full control effect; potency is read from the fitted curve at half-maximal effect. A portion of the library (hit frequency here may not be typical).

SMILES | 12-LOX inh
O=C(NCC1CCOCC1)c1ccccc1C(F)(F)F | 25.0%
COCC(=O)N[C@@H]1CN(S(=O)(=O)Cc2ccccc2)CC[C@@H]1c1nc(C)no1 | 87.3%[activator]
COc1ccc2cc(C(=O)CS(=O)(=O)c3ccc(Cl)cc3)c(=O)oc2c1 | ?
O=C(Cn1nc2c(cc1=O)CCCC2)NC1CCCc2c1[nH]c1ccccc21 (stereo unspecified) | 35.5µM*
Cc1ccc(CN2CCC(N3CC(OCC4CC4)C34CCOCC4)CC2)cc1C (stereo unspecified) | 46.9%[activator]
CCCCNC(=O)C[C@H]1C[C@@]2(C(=O)OC)C(=C[C@H](C3CCCC3)O[C@@H]2C)N(Cc2ccccc2)C1=O | -3.6%
Cc1ccccc1CNC[C@H]1O[C@@H]2C[C@@H](CC(=O)NC(C)C)O[C@@H]2[C@@H]1O | -3.9%[176 µM]
O=C(NCC1CCN(C(=O)C(=O)c2cc3ccccc3o2)CC1)c1ccc2c(c1)OCCCO2 | 0.8%
CCn1ccc(C(=O)N2C[C@H](CO)C[C@H](CN3CCCC3)C2)n1 | 9.1%
C[C@H](CO)N1C[C@H](C)[C@H](CN(C)C(=O)Nc2cccc3ccccc23)Oc2ncc(Br)cc2C1=O | 4.0%
Cn1nc(C(=O)N2C[C@@H](CO)[C@H](c3ccccn3)C2)c2ccccc21 | 16.1%
Cc1ccccc1-n1nc(C)c(CCC(=O)NCC2CCCO2)c1Oc1ccccc1F (stereo unspecified) | -4.6%
CN(C1CCOCC1)C1CCN(C(=O)C2CCCCC2)CC1 | 49.2%[activator]
COC(=O)C1=C(C)N(C)C(=NCc2ccc3c(c2)OCO3)NC1c1ccc(F)cc1 (stereo unspecified) | -18.1%
CCCNC(=O)N(C1CCOCC1)C1CCN(C(=O)Cc2cccnc2)CC1 | 26.1%
Cc1oc(-c2cccc(Oc3ccccc3)c2)nc1CN(C)Cc1cnc(N)nc1 | -5.0%
Cc1ccc(C2=NC3(CCN(C(=O)Cc4cccs4)CC3)ON2)cc1 | -8.0%
Cc1cnc(C2CC2)n1C1CCCN(S(=O)(=O)c2cccc(F)c2)C1 (stereo unspecified) | 7.4%
CN(C)CCNC(=O)c1cccc(-c2cnc3ccc(-c4cccc(F)c4)nn23)c1 | -18.2%
COc1ccc(CNc2ncnc3c2CN(C2CCNCC2)C(=O)CN3C)cc1OC | -20.7%[6.33 µM]
CCOC(=O)c1ccc(NC(=O)C2CC(=O)N(c3n[nH]c4ccccc34)C2)cc1 (stereo unspecified) | 12.5%
COCCOc1ccc2c(n1)CCN(C(=O)COc1ccccc1)C2 | 33.0%[activator]
COc1ccc(Cl)cc1C(=O)N1CCCC(n2cc(-c3noc(C)n3)nn2)C1 (stereo unspecified) | 16.9%
Cc1noc(C)c1CN1CCCC(COc2ccccc2C(=O)N2CCC(C)CC2)C1 (stereo unspecified) | 73.1%[activator]
Cc1ccc(CN2CCOC[C@H](Oc3ccc(C(F)(F)F)cc3)C2)cc1 | 0.8%[176 µM]
COc1cc(-c2onc(C)c2C(=O)N(C)Cc2ccccc2)cc(OC)c1OC | 2.5%
CN1CC(=O)N(C2CCCNC2)Cc2c(NCCc3cccc(F)c3)ncnc21 (stereo unspecified) | 11.3%[6.33 µM]
COc1ccc(C(=O)N[C@@H]2CCC[C@@H]2C(=O)NCCN2CCCCC2)cn1 | 30.4%[activator]
Cc1cccnc1CN1C[C@@H](F)[C@@H](OCc2nc3ccccc3n2C)C1 | 110.7%[activator][176 µM]
Cc1ccc2c(c1)nc1n2[C@@H](CNC(=O)c2ccccc2)COC1 | 18.8%[176 µM]
O=C(c1ccc(Cl)s1)N1CCC2(CNS(=O)(=O)c3cnccc3O2)C1 (stereo unspecified) | 10.4%[6.33 µM]
CCOC(=O)C1CCCN(C(=O)Cc2ccc(N(Cc3ccc(C)cc3)C(=O)c3ccco3)cc2)C1 (stereo unspecified) | -12.0%
O=C1CCN(C2CCN(Cc3nc(COc4ccccc4)no3)CC2)CCN1 | -1.8%
COc1ccc(C2Cn3nnc(C(=O)N4CCN(C(=O)c5ccc(C)cc5C)CC4)c3CO2)cc1 (stereo unspecified) | -13.3%
CCOc1ccccc1CN1CCn2c(nnc2[C@@H]2C[C@@H](O)CN2Cc2cccnc2)C1 | 83.5%[activator]
Cc1ccc2nc(C3CCN(c4cc(C5CC(O)C5)ncn4)CC3)[nH]c2c1 (stereo unspecified) | 35.5%[activator]
COC(=O)[C@@]1(C#N)CC(=O)N([C@@H](C)c2ccccc2)[C@H]1c1ccccc1 | 8.1%
O=S1(=O)c2c(cccc2N2CCSCC2)Oc2ccccc2CN1Cc1cn(Cc2ccc(F)cc2)nn1 | 16.3%
Cc1ccc(-c2[nH]ncc2CN2CCc3nc(N4CCN(C)CC4)[nH]c(=O)c3CC2)cc1 | 32.4%
O=C(c1ccc(Cl)cc1)N1CC(CO)C2(CCNCC2)C1 (stereo unspecified) | 39.8µM*
CCN1CCN(C(=O)c2ccc(-c3nnc4ccc(NC(=O)C5CCC5)cn34)cc2)CC1 | ?
Cn1nnc(-c2cccc(NC(=O)CC[C@H]3NC(=O)c4ccccc4NC3=O)c2)n1 | 15.9%
Cc1noc(C)c1-c1cc2c(cc(-c3ccccc3)n2C)c(N2CCOCC2)n1 | 5.4%[176 µM]
O=C(Nc1cccc(F)c1)C1CCN(C(=O)N2CC3CC(C2)[C@H]2CCCC(=O)N2C3)CC1 (stereo partly specified) | 26.6%
CCn1cc(CN2CCC3(CCC(=O)N(C(C)C(=O)O)C3)CC2)cn1 (stereo unspecified) | -5.4%
CC(C)N1CCN(C2CCOC3(CCN(C(=O)COc4ccccc4)CC3)C2)CC1 (stereo unspecified) | 9.0%
COc1ccccc1CN1CCCC(CN(CCN(C)C)C(=O)c2cc(C(C)C)no2)C1 (stereo unspecified) | 16.5%
COc1ccc(CNC(=O)N2CCc3c(nc(-c4ccc(OC)cc4)[nH]c3=O)C2)cc1 | 25.0%
O=C1CCN(C(=O)COc2ccc(F)cc2)CCCCCCN1 | 22.7%
CC(C)CNC(=O)N1CCC(N2C(=O)C(OCC3CC3)C23CCCCC3)CC1 (stereo unspecified) | 83.1%[activator]

Next part
SMILES | 12-LOX inh
CC(C)c1noc(-c2cn(C3CCN(C(=O)c4ccc5c(c4)OCO5)CC3)nn2)n1 | -1.2%
CCOc1ccc(NC(=O)c2cc3n(n2)CC(c2ccc4c(c2)OCO4)OC3)cc1 (stereo unspecified) | 57.6%[activator]
O=C(NC1CCN(c2nc3ncccc3o2)CC1)c1ccc(C(F)(F)F)cc1 | -7.3%
COc1ccc(-c2noc([C@@H]3C[C@H](NC(=O)NC(C)C)CN3C)n2)cc1 | 54.1%[activator][176 µM]
CN(Cc1cccc(-n2cccn2)c1)C(=O)C1COc2ccccc2C1 (stereo unspecified) | 16.8%
CN(C)C(=O)C1=NOC2CN([S+](C)(=O)[O-])CC12 (stereo unspecified) | 2.7%[12.5 µM]
Cc1ccc(CNC(=O)N2CCC(OC3CCN(S(C)(=O)=O)CC3)CC2)cc1 | -2.5%
COc1cccc(N2C(=O)NC(=NC3CCCCC3)C23CCN([S+](=O)([O-])c2cccc(OC)c2)CC3)c1 | 2.4%[6.33 µM]
COc1ccc(C(=O)N2CCn3c(nnc3[C@@H]3C[C@@H](O)CN3Cc3ccccc3)C2)cn1 | 0.9%
CN(C)Cc1nnc(C2CCN(C(=O)CCCn3cncn3)CC2)n1C | ?
Cn1ccnc1C(=O)N1CCCn2ccnc2C1c1ccccc1 (stereo unspecified) | 34.0%[activator]
COc1cccc(CN2CCNc3cc(-c4ccnc(C)c4)ncc3C2)c1 | -1.2%[176 µM]
COCCOC1CCN(S(=O)(=O)c2c(C)noc2C)CC1 | 18.1%
NC(=O)NCC(=O)N1CCc2cc(S(=O)(=O)NCc3cccs3)ccc2C1 | 63.1%[activator]
COc1cccc([C@@H]2CCN(Cc3ccc(NC(C)=O)cc3)C[C@H]2O)c1 | 59.1%[activator]
CCNC(=O)c1cccnc1OC1CCN(C(=O)c2ccco2)C1 (stereo unspecified) | ?
O=C(CN1CCCc2nc(C3CC3)ncc2C1=O)NCCCN1CCOCC1 | 34.2%[activator]
Cc1cccc(-n2nc(-c3c(C)nc4scc(CC(=O)NC(C)C(C)C)n4c3=O)cc2C)c1C (stereo unspecified) | ?
COc1cccc(N2C(=O)NC(=NC3CCCCC3)C23CCN([S+](=O)([O-])c2cccc(OC)c2)C3)c1 (stereo unspecified) | 10.5%
COc1ccc(-c2nc(C3CC(=O)N(C4CCCCC4)C3)no2)c(C)c1 (stereo unspecified) | -1.2%
CN(CCc1ccccn1)[C@H]1[C@@H]2OC[C@@H](O2)[C@@H](NCc2ccc(-c3ccccc3)cc2)[C@@H]1O | 87.5%[activator]
O=C(C1c2ccccc2C(=O)N(c2ccccc2)C12CCCCC2)N1CCCC1 (stereo unspecified) | 8.5%
COc1cccc(C2Cn3nnc(-c4nc(-c5ccc(OC)c(F)c5)no4)c3CO2)c1 (stereo unspecified) | 37.8%[activator]
O=C(c1cccc(OC(F)F)c1)N1CC[C@H](N2CCOCC2)[C@H](CCCO)C1 | 25.5%
CN(C)c1cccc(C(=O)N2CCC3(CC2)N=C(c2ccc(Br)cc2)NO3)c1 | 14.9%
Cc1nn2c(c1-c1ccccc1-c1ccccc1)N(Cc1ccccc1)CCC2 | 6.3%[176 µM]
Cc1ccc(S(=O)(=O)N2CCC(CC(=O)NCc3ccccc3)C2)cc1C (stereo unspecified) | -2.0%
CN1CC(=O)N(C2CCC2)Cc2c1ncnc2N1CCC(Cc2ccccc2)CC1 | 1.7%
O=C(NC[C@H]1O[C@@H](CO)[C@@H](O)[C@H]1N1CCN(c2ccccn2)CC1)Nc1ccccc1 | ?
CC[C@H]1CN(C(=O)Nc2cccc(C(F)(F)F)c2)CC[C@H]1CC(=O)NC1CC1 | 4.0%[176 µM]

Laid out differently: results already given.
| 12-LOX inh | structure |
| --- | --- |
| 59.1%[activator] | COc1cccc([C@@H]2CCN(Cc3ccc(NC(C)=O)cc3)C[C@H]2O)c1 |
| ? | CCNC(=O)c1cccnc1OC1CCN(C(=O)c2ccco2)C1 (stereo unspecified) |
| 34.2%[activator] | O=C(CN1CCCc2nc(C3CC3)ncc2C1=O)NCCCN1CCOCC1 |
| ? | Cc1cccc(-n2nc(-c3c(C)nc4scc(CC(=O)NC(C)C(C)C)n4c3=O)cc2C)c1C (stereo unspecified) |
| 10.5% | COc1cccc(N2C(=O)NC(=NC3CCCCC3)C23CCN([S+](=O)([O-])c2cccc(OC)c2)C3)c1 (stereo unspecified) |
| -1.2% | COc1ccc(-c2nc(C3CC(=O)N(C4CCCCC4)C3)no2)c(C)c1 (stereo unspecified) |
| 87.5%[activator] | CN(CCc1ccccn1)[C@H]1[C@@H]2OC[C@@H](O2)[C@@H](NCc2ccc(-c3ccccc3)cc2)[C@@H]1O |
| 8.5% | O=C(C1c2ccccc2C(=O)N(c2ccccc2)C12CCCCC2)N1CCCC1 (stereo unspecified) |
| 37.8%[activator] | COc1cccc(C2Cn3nnc(-c4nc(-c5ccc(OC)c(F)c5)no4)c3CO2)c1 (stereo unspecified) |
| 25.5% | O=C(c1cccc(OC(F)F)c1)N1CC[C@H](N2CCOCC2)[C@H](CCCO)C1 |
| 14.9% | CN(C)c1cccc(C(=O)N2CCC3(CC2)N=C(c2ccc(Br)cc2)NO3)c1 |
| 6.3%[176 µM] | Cc1nn2c(c1-c1ccccc1-c1ccccc1)N(Cc1ccccc1)CCC2 |
| -2.0% | Cc1ccc(S(=O)(=O)N2CCC(CC(=O)NCc3ccccc3)C2)cc1C (stereo unspecified) |

Later entries:
SMILES | 12-LOX inh
COc1ccc([C@@H]2[C@@H](C(=O)N3CCCC3)CC(=O)N2C(=O)/C=C/c2ccccc2)cc1 | -18.0%
Cn1nc(C(=O)NC2CCc3nn(CC4CC4)c(=O)n3CC2)c2ccccc21 (stereo unspecified) | 49.3%[activator]
CN(Cc1cccnc1)c1ccc(C(=O)NCCC2CCCCN2C)cn1 (stereo unspecified) | 37.8%[activator]
O=C(N[C@H]1C[C@H]2C(=O)NC[C@@H](CCC(=O)N3CCCCC3)N2C1)c1ccc(F)c(Cl)c1 | ?
Cc1ccc(C(=O)N2CCCC2C(=O)Nc2cccc(-n3cccn3)c2)cn1 (stereo unspecified) | 2.6%
COCCNS(=O)(=O)c1cc(C(=O)O)cc(-c2c(C)cccc2C)c1 | 10.4%
CCNC(=O)c1n[nH]c2c1CN(C(=O)c1ccccc1F)CC2 | 17.1%
Cc1ccc(CN[C@@H]2CO[C@H](CNC(=O)c3cccs3)[C@H]2O)cc1 | ?
O=C(N1CCCC1)N1CCN(C2CNC2)C(=O)C1 | 85.0%[activator][176 µM]
COc1ccccc1-c1cc(C(=O)NCc2cccnc2)nn2cccc12 | 1.3%[6.33 µM]
COCCC(=O)N1CCCOCCNC(=O)[C@@H]2CCC[C@@H]21 | 41.6%[activator]
CCOCCOC1CCN(C(=O)c2n[nH]c3ccccc23)CC1 | 52.2%[activator]
CCc1nnsc1C(=O)N1CCCC(c2nccn2Cc2cccnc2)C1 (stereo unspecified) | -6.0%
CC(=O)Nc1ccc(CN2CCC[C@H]2c2nc(-c3ccnc(N4CCC(C(N)=O)CC4)c3)no2)cc1 | 5.2%
O=c1cc(-c2ccccn2)oc2c(NCc3ccc(F)cc3)nccc12 | 1.4%[176 µM]
CSc1ccc(-c2noc(-c3nnn4c3COC(c3ccc(F)cc3)C4)n2)cc1 (stereo unspecified) | 14.0%
COc1cccc(S(=O)(=O)N2C[C@@H](Oc3ccccc3)C[C@@H]2C(=O)N2CCOCC2)c1 | 44.9%[activator]
COC(=O)C1=C(C)NC(=O)NC1c1cccs1 (stereo unspecified) | 3.2%
c1ccc(-c2cnc(Nc3ccc4c(c3)OCCO4)c3c2CCO3)cc1 | 4.3%[176 µM]
CCOc1ccccc1N(CC)C(=O)c1cc2c(s1)-c1ccccc1S(=O)(=O)C2 | 44.9%[activator]
CN1[C@@H](CCC(=O)NCc2cccs2)CNC(=O)[C@H]2NCC[C@H]21 | 36.7%[176 µM]
